Screening results (PubChem)
beta cell repl – inducers of beta-cell replication in MIN6 cells | MIN6 cells proliferation, ATPlite luminescence, 48 h; cells starved in 0.2% serum; 100% = growth in 10% serum | proliferation, % at 10 µM | 330,000 tested, 0.29% active;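 active means compounds whose signal lies at least 3.5 SD above the mean of all wells on their plate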;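 further: 0% = DMSO-treated cells in low-serum medium and 100% = 10% serum control; some compounds called inactive have numbers as strong as hits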
UBC13 polyUb – blocks human UBC13 polyubiquitin chain formation | inhibition, % at 20 µM | 330,000 tested, 0.47% active | TR-FRET | P61088; in the data active means inhibition above about 45%, passing the limit was not always enough
SENP7 inh – inhibitors of human SENP7 protease. recombinant SENP7, Z-RLRGG-aminoluciferin luminescence, 40 min. Q9BQF6. 330,000 tested, 1.5% active. AID 434973. inhibition, % at 5 µM;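 active means inhibition above about 50% at the single test dose, limit read from the data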;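 further: plate controls were DMSO with enzyme for no effect and no enzyme buffer wells for full effect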
Target sequence (Q9BQF6 706-1050 limits assumed): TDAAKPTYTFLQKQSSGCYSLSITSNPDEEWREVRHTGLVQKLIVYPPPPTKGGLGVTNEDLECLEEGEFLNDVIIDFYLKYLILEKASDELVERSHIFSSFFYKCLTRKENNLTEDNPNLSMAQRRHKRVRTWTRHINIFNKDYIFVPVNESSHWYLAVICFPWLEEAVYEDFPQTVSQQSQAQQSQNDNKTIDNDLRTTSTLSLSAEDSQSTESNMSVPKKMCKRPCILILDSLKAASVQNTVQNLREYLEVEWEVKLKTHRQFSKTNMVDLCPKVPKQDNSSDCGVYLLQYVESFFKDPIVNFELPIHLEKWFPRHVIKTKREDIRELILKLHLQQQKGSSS
SENP8 block-1 – inhibitors of human SENP8 protease | Q96LD8 | recombinant SENP8, Nedd8 substrate fluorescence | inhibition, % at 20 µM | 360,000 tested, 0.64% active | AID 602440; in the data active means inhibition mostly above about 40%, no sharp cut-off; inactive means mostly below about 27%
SENP6 block – blocks the human protease SENP6. 330,000 tested, 1.8% active. inhibition, % at 10 µM. Recombinant SENP6 catalytic domain, aminoluciferin luminescence. Q9GZR1;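 active means inhibition above about 50% at the single tested dose, limit read from the data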;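 further: plate controls were DMSO wells with enzyme for no effect and DMSO wells lacking enzyme for full effect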
Target sequence (Q9GZR1 628-1112 limits assumed): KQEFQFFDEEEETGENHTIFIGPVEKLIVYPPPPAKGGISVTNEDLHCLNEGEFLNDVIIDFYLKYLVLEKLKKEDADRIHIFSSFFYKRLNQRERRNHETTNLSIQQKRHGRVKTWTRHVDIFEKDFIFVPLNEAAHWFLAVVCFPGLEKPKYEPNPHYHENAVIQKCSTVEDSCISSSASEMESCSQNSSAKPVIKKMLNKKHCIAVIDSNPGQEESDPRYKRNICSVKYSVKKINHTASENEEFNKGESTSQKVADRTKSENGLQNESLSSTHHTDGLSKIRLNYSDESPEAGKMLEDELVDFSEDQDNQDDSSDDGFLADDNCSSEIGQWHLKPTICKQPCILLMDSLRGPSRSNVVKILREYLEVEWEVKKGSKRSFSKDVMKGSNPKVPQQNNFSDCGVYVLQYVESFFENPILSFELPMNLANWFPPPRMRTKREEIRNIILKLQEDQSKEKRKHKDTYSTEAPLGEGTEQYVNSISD
PfG6PD inh – PfG6PD (Plasmodium falciparum) enzyme inhibition; PfGluPho enzyme, NADPH resazurin-diaphorase fluorescence; inhibition, % at 20 µM; 350,000 tested, 0.78% active; AID 504690;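 active means inhibition reaching at least a set limit at 20 µM in the primary screen, cut at about 59% in these data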;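 further: 0% = DMSO wells with substrate and 100% = DMSO wells lacking glucose-6-phosphate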
SENP8 block-2 – SENP8 protease inhibition; Q96LD8; purified SENP8, Z-RLRGG-aminoluciferin cleavage, luminescence; 330,000 tested, 1.2% active; inhibition, % at 10 µM; AID 2540; in the data active means inhibition above about 50%
SENP1 inh – SENP1 (human) catalytic domain inhibition. Q9P0U3. recombinant SENP1 catalytic domain, CyPet-SUMO1-YPet FRET cleavage. inhibition, % at 10 µM. 360,000 tested, 0.21% active. AID 624204;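 active means inhibition at least 30% at 10 µM, raw YFP signal under a set limit, fluorescence ratio 0.5 to 1.5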;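 further: 0% = enzyme with DMSO and 100% = no enzyme wells; some results filed as inactive read as strong as hits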
Target sequence (Q9P0U3 419-644 limits assumed): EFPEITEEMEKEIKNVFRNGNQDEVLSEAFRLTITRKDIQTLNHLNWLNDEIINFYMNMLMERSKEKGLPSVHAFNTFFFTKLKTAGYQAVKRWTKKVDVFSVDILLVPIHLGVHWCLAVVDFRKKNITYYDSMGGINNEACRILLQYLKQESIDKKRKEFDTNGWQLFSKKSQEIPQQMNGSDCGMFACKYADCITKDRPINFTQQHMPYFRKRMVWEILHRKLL
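System: Recombinant human SENP1 catalytic domain, His6-tagged | Incubation: Enzyme reaction for 50 min at room temperature, dark | Medium: Tris pH 8 with BME, BSA, NP40 and catalase | Also added: 25 nM SUMO1 FRET substrate | Compound: 10 µM single point, 0.5% DMSO | Measured by: FRET fluorescence in CFP and YFP emission channels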
HKDC1 inhibitor – blocks human hexokinase HKDC1 activity; Q2TB90; recombinant HKDC1, G6PDH/diaphorase resazurin coupled fluorescence; inhibition, % at 20 µM; 340,000 tested, 0.16% active;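 active means inhibition above about 35% when tested at 20 µM, limit read from the data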;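 further: plate controls were DMSO wells with enzyme for no effect and DMSO wells lacking enzyme for full effect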
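Incubation: 90 min at room temperature in dark / Material: recombinant HKDC1 (HK5) hexokinase enzyme, produced in-house / Quantity: enzyme 5 µg/mL final / Compound: one dose of 20 µM, 1% DMSO / Reagent: glucose and ATP substrates / Buffer or medium: Tris pH 8.0 buffer with MgCl2, Tween-20, BSA, BME / Technique: resorufin fluorescence at 613 nm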
* marks the source's active call; other numbers are inactive results.

Start of the data: the first 2 entries as a preview:
How did Cc1c(N/C(=N/S(=O)(=O)c2ccc(Cl)cc2)c2ccccc2)c(=O)n(-c2ccccc2)n1C do in these assays?
beta cell repl: 0; UBC13 polyUb: 0; SENP7 inh: 8; SENP6 block: 6; SENP8 block-2: -7

What do the screens show for `O=C(NCc1ccc(F)cc1)C(Cc1ccccc1)NS(=O)(=O)c1cccs1` (stereo not drawn)?
beta cell repl: -3; UBC13 polyUb: -6; SENP7 inh: -9; SENP8 block-1: 1; SENP6 block: -22; PfG6PD inh: -12; SENP8 block-2: -13; SENP1 inh: 1; HKDC1 inhibitor: 2

The list itself, repeating the preview:
How did Cc1c(N/C(=N/S(=O)(=O)c2ccc(Cl)cc2)c2ccccc2)c(=O)n(-c2ccccc2)n1C do in these assays?
beta cell repl: 0; UBC13 polyUb: 0; SENP7 inh: 8; SENP6 block: 6; SENP8 block-2: -7

What do the screens show for `O=C(NCc1ccc(F)cc1)C(Cc1ccccc1)NS(=O)(=O)c1cccs1` (stereo not drawn)?
beta cell repl: -3; UBC13 polyUb: -6; SENP7 inh: -9; SENP8 block-1: 1; SENP6 block: -22; PfG6PD inh: -12; SENP8 block-2: -13; SENP1 inh: 1; HKDC1 inhibitor: 2

How did CCCCOc1ccc(OC(=O)c2cccnc2)cc1 do in these assays?
beta cell repl: -3; UBC13 polyUb: 2; SENP7 inh: -10; SENP8 block-1: 2; SENP6 block: -48; PfG6PD inh: 10; SENP8 block-2: -29; SENP1 inh: 0; HKDC1 inhibitor: -2

What do the screens show for `COc1cccc2c(=O)n(CC(=O)Nc3cccc(F)c3)ccc12`?
beta cell repl: 2; UBC13 polyUb: -10; SENP7 inh: -1; SENP8 block-1: -61; SENP6 block: -5; PfG6PD inh: 14; SENP8 block-2: -9; SENP1 inh: 1; HKDC1 inhibitor: -8

What do the screens show for `CCOC(=O)C1=C(O)/C(=C/c2ccc(-c3ccccc3C(=O)O)o2)SC1=Nc1ccc(OC)cc1`?
SENP8 block-1: -77; PfG6PD inh: -6; SENP1 inh: -22; HKDC1 inhibitor: 12

How did CCN1CCc2nc(SCC(=O)Nc3ccc(OC)cc3)c(C#N)cc2C1 do in these assays?
beta cell repl: 0; UBC13 polyUb: 1; SENP7 inh: 2; SENP8 block-1: -2; SENP6 block: 8; PfG6PD inh: 7; SENP8 block-2: 2; SENP1 inh: -41; HKDC1 inhibitor: 1

Results for CCN(Cc1nc2ccccc2n1C)c1ccccc1 ?
beta cell repl: 0; UBC13 polyUb: -2; SENP7 inh: -4; SENP8 block-1: 2; SENP6 block: -22; PfG6PD inh: 8; SENP8 block-2: -8; SENP1 inh: 0; HKDC1 inhibitor: -5

Results for COc1cc(C=O)ccc1Oc1cnccn1 ?
beta cell repl: -1; UBC13 polyUb: 2; SENP7 inh: -2; SENP8 block-1: 0; SENP6 block: -11; PfG6PD inh: -7; SENP8 block-2: -2; SENP1 inh: 3; HKDC1 inhibitor: 3

Results for COc1ccc(C(C)=O)cc1COC(=O)c1cnc(Cl)c(Cl)c1 ?
beta cell repl: -7; UBC13 polyUb: -1; SENP7 inh: -11; SENP8 block-1: 7; SENP6 block: -14; PfG6PD inh: 3; SENP8 block-2: -7; SENP1 inh: 1; HKDC1 inhibitor: 7

Results for Cc1ccc(C)c(NS(=O)(=O)c2cc(C(=O)N3CCc4ccccc4C3)ccc2Cl)c1 ?
beta cell repl: -4; UBC13 polyUb: -7; SENP7 inh: -19; SENP8 block-1: 2; SENP6 block: -4; PfG6PD inh: -10; SENP8 block-2: -1; SENP1 inh: 1; HKDC1 inhibitor: 2

What do the screens show for `Cc1ccc(/C=C/C(=O)Nc2ccc(S(=O)(=O)Nc3cc(C)nc(C)n3)cc2)cc1`?
beta cell repl: 3; UBC13 polyUb: -11; SENP7 inh: 6; SENP8 block-1: -7; SENP6 block: -2; PfG6PD inh: -3; SENP8 block-2: 1; SENP1 inh: -1; HKDC1 inhibitor: -3

Results for O=C(O)c1cc(S(=O)(=O)NCCCN2CCCC2=O)ccc1Cl ?
beta cell repl: -1; UBC13 polyUb: -2; SENP7 inh: 3; SENP8 block-1: 4; SENP6 block: 11; PfG6PD inh: 3; SENP8 block-2: -4; SENP1 inh: 2; HKDC1 inhibitor: -10

What do the screens show for `Cc1ccc(C)c(S(=O)(=O)N2CCN(C(=O)CCNS(=O)(=O)c3ccccc3)CC2)c1`?
beta cell repl: 0; UBC13 polyUb: 2; SENP7 inh: -6; SENP8 block-1: 0; SENP6 block: -13; PfG6PD inh: -1; SENP8 block-2: -3; SENP1 inh: 3; HKDC1 inhibitor: 6

What do the screens show for `O=C(NCc1ccc2c(c1)OCO2)c1ccc2c(c1)OCO2`?
beta cell repl: 0; UBC13 polyUb: -10; SENP7 inh: 1; SENP8 block-1: 6; SENP6 block: -14; PfG6PD inh: 4; SENP8 block-2: -11; SENP1 inh: 3; HKDC1 inhibitor: 8

What do the screens show for `Cc1ccccc1NS(=O)(=O)c1cccc(C(=O)Nc2cccc(C(=O)O)c2)c1`?
beta cell repl: -1; UBC13 polyUb: -4; SENP7 inh: 12; SENP8 block-1: 13; SENP6 block: 65*; PfG6PD inh: -26; SENP8 block-2: 34; SENP1 inh: 1; HKDC1 inhibitor: 6

What do the screens show for `O[C@@H]1CN(C2CCCCC2)CC[C@H]1N1CCN(CCc2ccccc2)CC1`?
beta cell repl: -3; UBC13 polyUb: -1; SENP7 inh: 0; SENP8 block-1: 9; SENP6 block: -11; PfG6PD inh: -9; SENP8 block-2: -1; SENP1 inh: -21; HKDC1 inhibitor: -7

What do the screens show for `CCOC(=O)Cn1c(=O)c2c(nc(N3CCCCC3)n2Cc2ccccc2)n(C)c1=O`?
beta cell repl: -2; UBC13 polyUb: 4; SENP7 inh: -8; SENP8 block-1: 16; SENP6 block: -13; PfG6PD inh: 4; SENP8 block-2: 4; SENP1 inh: 1; HKDC1 inhibitor: -9

Results for Cc1ccccc1CSc1nnc2ccc(-c3ccncc3)nn12 ?
beta cell repl: 1; UBC13 polyUb: -6; SENP7 inh: -7; SENP8 block-1: 14; SENP6 block: -13; PfG6PD inh: 11; SENP8 block-2: -9; SENP1 inh: 2; HKDC1 inhibitor: -4

Results for Clc1cccc(N=NN2CCOCC2)c1Cl ?
beta cell repl: 0; UBC13 polyUb: 5; SENP7 inh: 3; SENP8 block-1: 22; SENP6 block: -10; PfG6PD inh: 0; SENP8 block-2: -11; SENP1 inh: -1; HKDC1 inhibitor: 2

Results for Cc1ccc(Nc2nnc(SCn3nnc4ccccc4c3=O)s2)cc1 ?
beta cell repl: -3; UBC13 polyUb: 0; SENP7 inh: -1; SENP8 block-1: 17; SENP6 block: 9; PfG6PD inh: 15; SENP8 block-2: -6; SENP1 inh: 3; HKDC1 inhibitor: -3

Results for CC(Cc1cccs1)NC(=O)Nc1ccc(F)cc1 (stereo not drawn) ?
beta cell repl: -2; UBC13 polyUb: 1; SENP7 inh: -5; SENP8 block-1: 10; SENP6 block: -2; PfG6PD inh: -14; SENP8 block-2: -12; SENP1 inh: -1; HKDC1 inhibitor: -5

What do the screens show for `Nc1cc(S(=O)(=O)N2CCCCC2)ccc1N1CCOCC1`?
beta cell repl: -1; UBC13 polyUb: -1; SENP7 inh: 9; SENP8 block-1: -3; SENP6 block: 5; PfG6PD inh: -11; SENP8 block-2: -2; SENP1 inh: 2; HKDC1 inhibitor: -7

Results for Cc1cc2c(c(SCC#N)n1)C(=O)OC2 ?
beta cell repl: 0; UBC13 polyUb: -4; SENP7 inh: 6; SENP8 block-1: 6; SENP6 block: 17; PfG6PD inh: 4; SENP8 block-2: 5; SENP1 inh: 3; HKDC1 inhibitor: -6

What do the screens show for `Cn1cnnc1SCC(=O)c1ccc(O)c(O)c1`?
beta cell repl: -3; UBC13 polyUb: 6; SENP7 inh: -7; SENP8 block-1: 14; SENP6 block: -22; PfG6PD inh: 2; SENP8 block-2: -2; SENP1 inh: 1; HKDC1 inhibitor: -14

What do the screens show for `COc1ccc(CN2CCC(Oc3ccc(C(=O)NCc4ccccn4)cc3)CC2)c(F)c1`?
beta cell repl: -4; UBC13 polyUb: 1; SENP7 inh: 7; SENP8 block-1: 9; SENP6 block: 2; PfG6PD inh: -1; SENP8 block-2: -2; SENP1 inh: -10; HKDC1 inhibitor: -4

Results for COc1ccccc1-n1cnnc1SCC(=O)NC1CCCCC1 ?
beta cell repl: -1; UBC13 polyUb: 5; SENP7 inh: -2; SENP8 block-1: 18; SENP6 block: 2; PfG6PD inh: 4; SENP8 block-2: 3; SENP1 inh: 3; HKDC1 inhibitor: 0

What do the screens show for `Cc1cccc(NC(=O)N2C3CCCC2CC(NC(=O)C(C)(C)C)C3)c1` (stereo not drawn)?
beta cell repl: -3; UBC13 polyUb: -13; SENP7 inh: -6; SENP8 block-1: 4; SENP6 block: 22; PfG6PD inh: 19; SENP8 block-2: -2; SENP1 inh: -1; HKDC1 inhibitor: -5

How did CCOC(=O)c1c(NC(=O)COC(=O)c2ccc(O)cc2)sc(C(=O)N(C)C)c1C do in these assays?
beta cell repl: 3; UBC13 polyUb: 2; SENP7 inh: -6; SENP8 block-1: 4; SENP6 block: -6; PfG6PD inh: 10; SENP8 block-2: -10; SENP1 inh: 1; HKDC1 inhibitor: -14

What do the screens show for `O=C(Nc1ccc(NC(=O)c2ccccc2F)cc1)c1ccccc1F`?
beta cell repl: -1; UBC13 polyUb: -4; SENP7 inh: 1; SENP8 block-1: -355; SENP6 block: 8; PfG6PD inh: -6; SENP8 block-2: -8; SENP1 inh: 1; HKDC1 inhibitor: -7

What do the screens show for `Cc1ccc(C)c(CN2C(=O)CSc3ccc(C(=O)NCCN4CCOCC4)cc32)c1`?
beta cell repl: 2; UBC13 polyUb: 2; SENP7 inh: 2; SENP8 block-1: 16; SENP6 block: -8; PfG6PD inh: 13; SENP8 block-2: 2; SENP1 inh: 1; HKDC1 inhibitor: -4

How did Cc1c(C(=O)OCC(=O)NCC2CCCO2)oc2ccccc12 (stereo not drawn) do in these assays?
beta cell repl: -2; UBC13 polyUb: 9; SENP7 inh: -2; SENP8 block-1: 1; SENP6 block: 11; PfG6PD inh: 8; SENP8 block-2: -3; SENP1 inh: 2; HKDC1 inhibitor: -6

What do the screens show for `CCn1c(SCC(=O)NC2CC2)nnc1-c1ccncc1`?
beta cell repl: 0; UBC13 polyUb: -1; SENP7 inh: 5; SENP8 block-1: 10; SENP6 block: -2; PfG6PD inh: -10; SENP8 block-2: -9; SENP1 inh: 1; HKDC1 inhibitor: -4

How did CCOP(=O)(OCC)C(NC(=O)Nc1ccc(Cl)cc1)C(=O)N(CC)CC (stereo not drawn) do in these assays?
beta cell repl: -3; UBC13 polyUb: -23; SENP7 inh: -12; SENP8 block-1: 14; SENP6 block: -11; PfG6PD inh: 0; SENP8 block-2: -6; SENP1 inh: 1; HKDC1 inhibitor: -5

How did CC12CCC(=O)N1C(C(=O)NNC(=O)c1ccc(F)cc1)CS2 (stereo not drawn) do in these assays?
beta cell repl: 2; UBC13 polyUb: -3; SENP7 inh: -8; SENP8 block-1: 9; SENP6 block: 7; PfG6PD inh: 0; SENP8 block-2: -6; SENP1 inh: 2; HKDC1 inhibitor: -4

What do the screens show for `COc1ccc2noc3c2c1C(=O)c1ccccc1-3`?
beta cell repl: -6; UBC13 polyUb: -245; SENP7 inh: 57*; SENP8 block-1: 105*; SENP6 block: 87*; PfG6PD inh: 57; SENP8 block-2: 80*; SENP1 inh: -38; HKDC1 inhibitor: 24
